Assay outcomes as filed in PubChem BioAssay.
QS inhibitor: S. aureus quorum sensing inhibition; S. aureus RN6390 RNAIII-GFP reporter, AIP-induced, flow cytometry 3 h; inhibition, % at 2 µM; 0.3% of 24,000 active;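 active means share of bacteria positive for the green fluorescent reporter and its mean brightness both inhibited by 50% or more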;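 further: 0% = AIP-stimulated control and 100% = unstimulated bacteria without AIP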
QS inhibitor GFP MFI %: second read-out of QS inhibitor, no call of its own (marks repeat the call); inhibition, %; measured here: inhibition of GFP MFI
* marks the source's active call; other numbers are inactive results. A portion of the library (hit frequency here may not be typical).

A first look (20 entries):
No.	structure	QS inhibitor	QS inhibitor GFP MFI %
1	CCOC(=O)c1nnn(-c2nonc2N)c1-c1ccc(OC)cc1	1	3
2	COc1ccc(N(C)S(=O)(=O)c2cccc3cccnc23)c(OC)c1	4	12
3	N#CC1=C(N)OC(c2ccccc2)=C(C#N)C1c1ccc2c(c1)OCO2 (stereo not drawn)	1	5
4	Cn1c(=O)oc2cc(S(=O)(=O)NC3CCN(Cc4ccccc4)CC3)ccc21	0	18
5	COc1cc(C(=O)N2CCC(c3nc(-c4cccnc4)no3)CC2)cc(OC)c1OC	1	-1
6	CCC(=O)Nc1ccc2nc(SCC(=O)N3CCCC3)sc2c1	0	5
7	COc1cccc(N2CCN(Cc3nc(N)nc(Nc4ccccc4)n3)CC2)c1	0	4
8	Cc1cccc(C)c1NC(=O)C(c1ccccc1)N1CCN(C(=O)c2ccco2)CC1 (stereo not drawn)	-5	-26
9	O=C(COc1ccc(S(=O)(=O)NC2CCCCC2)cc1)N1CCN(c2ccc(F)cc2)CC1	1	6
10	O=C(O)CCc1nc(-c2cccs2)no1	-1	-7
11	CCCNC(=O)c1c(C)cc(=O)oc1C	1	8
12	CCC1CCCCN1C(=O)CSc1nnc(CNC(=O)COc2ccc(Cl)cc2)o1 (stereo not drawn)	1	9
13	CCNC(=O)N1c2ccc(OCC)cc2C(C)=CC1(C)C	1	7
14	COc1ccc2c(c1)CCc1cc(C(=O)N3CCN(c4ccc(N5CCOCC5)nn4)CC3)sc1-2	8	18
15	Cc1ccc(S(=O)(=O)N2CCC(C(=O)N3CCC[C@H]3C(=O)NCc3ccccc3)CC2)cc1	-1	1
16	COc1ccccc1-c1cc(C(F)(F)F)nc(N2CCCC2)n1	-1	-12
17	COc1ccc(NC(=O)C2CCCN(S(=O)(=O)c3cccnc3)C2)c(OC)c1 (stereo not drawn)	-7	-22
18	Nc1ncnc2nc(Sc3ccc(Cl)cc3)[nH]c12	-1	6
19	COc1ccc(OC)c(CCNC(=O)C2CCN(c3nnc(-n4cccc4)s3)CC2)c1	0	-4
20	CCc1ccc(NC(=O)CNS(=O)(=O)c2c(C)noc2C)cc1	-12	-31

The list itself, from the start:
No.	structure	QS inhibitor	QS inhibitor GFP MFI %
1	CCOC(=O)c1nnn(-c2nonc2N)c1-c1ccc(OC)cc1	1	3
2	COc1ccc(N(C)S(=O)(=O)c2cccc3cccnc23)c(OC)c1	4	12
3	N#CC1=C(N)OC(c2ccccc2)=C(C#N)C1c1ccc2c(c1)OCO2 (stereo not drawn)	1	5
4	Cn1c(=O)oc2cc(S(=O)(=O)NC3CCN(Cc4ccccc4)CC3)ccc21	0	18
5	COc1cc(C(=O)N2CCC(c3nc(-c4cccnc4)no3)CC2)cc(OC)c1OC	1	-1
6	CCC(=O)Nc1ccc2nc(SCC(=O)N3CCCC3)sc2c1	0	5
7	COc1cccc(N2CCN(Cc3nc(N)nc(Nc4ccccc4)n3)CC2)c1	0	4
8	Cc1cccc(C)c1NC(=O)C(c1ccccc1)N1CCN(C(=O)c2ccco2)CC1 (stereo not drawn)	-5	-26
9	O=C(COc1ccc(S(=O)(=O)NC2CCCCC2)cc1)N1CCN(c2ccc(F)cc2)CC1	1	6
10	O=C(O)CCc1nc(-c2cccs2)no1	-1	-7
11	CCCNC(=O)c1c(C)cc(=O)oc1C	1	8
12	CCC1CCCCN1C(=O)CSc1nnc(CNC(=O)COc2ccc(Cl)cc2)o1 (stereo not drawn)	1	9
13	CCNC(=O)N1c2ccc(OCC)cc2C(C)=CC1(C)C	1	7
14	COc1ccc2c(c1)CCc1cc(C(=O)N3CCN(c4ccc(N5CCOCC5)nn4)CC3)sc1-2	8	18
15	Cc1ccc(S(=O)(=O)N2CCC(C(=O)N3CCC[C@H]3C(=O)NCc3ccccc3)CC2)cc1	-1	1
16	COc1ccccc1-c1cc(C(F)(F)F)nc(N2CCCC2)n1	-1	-12
17	COc1ccc(NC(=O)C2CCCN(S(=O)(=O)c3cccnc3)C2)c(OC)c1 (stereo not drawn)	-7	-22
18	Nc1ncnc2nc(Sc3ccc(Cl)cc3)[nH]c12	-1	6
19	COc1ccc(OC)c(CCNC(=O)C2CCN(c3nnc(-n4cccc4)s3)CC2)c1	0	-4
20	CCc1ccc(NC(=O)CNS(=O)(=O)c2c(C)noc2C)cc1	-12	-31
21	O=C(Cn1nc(-c2ccc(Cl)cc2)ccc1=O)NCC1CCCO1 (stereo not drawn)	3	4
22	COc1ccccc1CNC(=O)c1ccc(NS(=O)(=O)c2c(C)noc2C)cc1	-7	-11
23	CCOC(=O)CSc1nc2ccccc2n2cnnc12	0	8
24	COc1cc2[nH]c(=O)n(CCCCCC(=O)NCCCN3CCCC3=O)c(=O)c2cc1OC	-2	-4
25	COc1ccc(NC(=O)CN(c2cc(C)cc(C)c2)S(=O)(=O)c2c(C)noc2C)cc1	12	18

An excerpt from above in order of count of non-hydrogen atoms, high to low:
No.	structure	QS inhibitor	QS inhibitor GFP MFI %
12	CCC1CCCCN1C(=O)CSc1nnc(CNC(=O)COc2ccc(Cl)cc2)o1 (stereo not drawn)	1	9
4	Cn1c(=O)oc2cc(S(=O)(=O)NC3CCN(Cc4ccccc4)CC3)ccc21	0	18
21	O=C(Cn1nc(-c2ccc(Cl)cc2)ccc1=O)NCC1CCCO1 (stereo not drawn)	3	4

The results go on:
No.	structure	QS inhibitor	QS inhibitor GFP MFI %
26	O=C1CC(c2ccsc2)c2cc3c(cc2N1)OCCO3 (stereo not drawn)	1	3
27	CC(C)(C)C(=O)NC1CCN(C(=O)N2CCCC2)CC1	4	26
28	O=C(c1cc2c(ccc3ccccc32)oc1=O)N1CCN(CCO)CC1	-6	-47
29	CCCCOC(=O)CNc1nnc(SCC(=O)OCC)[nH]c1=O	-3	-2
30	CC(=O)OCC[N+](C)(C)C	-1	0
31	Cc1ccc(C(=O)NCc2ccc3c(c2)OCO3)cc1N1CCCC1=O	-6	-3
32	COc1cc2nc(NCC3CCCO3)n3nc(-c4cccnc4)nc3c2cc1OC (stereo not drawn)	-3	-11
33	CCOC(=O)c1cn2c3c(c(F)c(F)c(F)c3c1=O)SC(N1CCCC1)=N2	-14	-36
34	CSc1cccc(NC(=O)CSc2nc3ccccc3o2)c1	-2	-7
35	CCN(CC)CCN1C(=O)Cn2c(C)c(C)c3cccc1c32	1	14
36	O=C(NC1CCCc2ccccc21)C1CCN(c2nnc(-n3cccc3)s2)CC1 (stereo not drawn)	7	32
37	Cc1cc(=O)[nH]c(SCc2nc3ccccc3n2Cc2ccccc2)n1	2	31
38	COc1ccc(N2C(=O)CCC(C(=O)O)C2c2ccc(F)cc2)cc1 (stereo not drawn)	-1	3
39	CC(=O)N1CCc2cc(S(=O)(=O)NC(CC(C)C)C(=O)N3CCc4ccccc4C3)ccc21 (stereo not drawn)	2	21
40	O=C(C1CCC(CNc2c(N3CCOCC3)c(=O)c2=O)CC1)N1CCN(c2ccccc2)CC1 (stereo not drawn)	1	2
41	CCCCN(C)Cc1c(C)[nH]c2c(Cl)cccc2c1=O	2	12
42	Cc1ccc(N2C(=O)CSC2c2cccnc2)cc1F (stereo not drawn)	4	13
43	O=C(Nc1nc(-c2ccccn2)cs1)c1ccc(S(=O)(=O)N2CCCCC2)cc1	-4	-6
44	O=C(Cc1ccccc1)Nc1nnc(-c2cccs2)s1	0	3
45	COc1ccc(N(CC(=O)Nc2ccc3c(c2)OCCO3)S(=O)(=O)c2c(C)nn(C)c2C)cc1	-8	-21
46	Nc1cc(N)nc(SCc2ccccc2)n1	-3	-5
47	CCOc1ccc(NC(=O)c2ccccc2O)cc1	0	-1
48	O=c1c(O)c(-c2ccc(O)cc2O)oc2cc(O)cc(O)c12	-3	-8
49	O=C(C1CCN(S(=O)(=O)c2cccc3nsnc23)CC1)N1CCn2c1nc1ccccc12	0	-5
50	O=C(CSc1nnc(C2COc3ccccc3O2)o1)N1CCCc2ccccc21 (stereo not drawn)	1	7
51	COc1cccc2cc(C(=O)N3CCN(c4ccc(C)cc4C)CC3)c(=O)oc12	3	10
52	O=C(C1CCCN(S(=O)(=O)c2cnc[nH]2)C1)N(CCc1ccccc1)Cc1ccccc1 (stereo not drawn)	-1	6
53	CC(C)CC(NC(=O)OC(C)(C)C)C(=O)NC(C(=O)N1CCCC1C(N)=O)C(C)C (stereo not drawn)	0	2
54	COc1ccc(C(=O)NCc2nnc(SCC(=O)Nc3cccc(C(F)(F)F)c3)o2)cc1OC	2	13
55	CC(C)N(O)C(=O)NC(C)(C)C	0	2
56	CC1CCN(CCNC(=O)C2CCCN(S(=O)(=O)c3cccc4nonc34)C2)CC1 (stereo not drawn)	8	45
57	CCN1CCN(C(=O)c2cc3c(=O)oc4ccc(C)cc4c3s2)CC1	-5	-8
58	Oc1[nH]c2ccccc2c1/C=N/c1nccs1	-1	-6
59	Cc1ccc(F)cc1NC(=O)Cc1nn(C)c(=O)c2ccccc12	1	6
60	CCOC(=O)c1c(C)c(C(=O)Nc2cc(OC)ccc2OC)c(C)n1CC	-1	14
61	O=C(Nc1cccc(-c2cn3cccnc3n2)c1)c1ccco1	-2	12
62	Cc1ccc2c(c1)C1CCCC3C1N2CC(=O)N3Cc1ccccc1 (stereo not drawn)	0	1
63	Cc1nn(C)c(C)c1S(=O)(=O)NC1CCCc2ccccc21 (stereo not drawn)	3	13
64	Cc1ccc(N(C(=O)CC2NC(=O)NC2=O)C2(C(=O)NC3CCCC3)CCCCC2)cc1 (stereo not drawn)	-9	-29
65	O=C(Nc1cccnc1)c1cc(-c2ccc(Br)cc2)on1	13	45
66	CCOC(=O)c1c(C)c(C(=O)N2CCCCCC2)c(C)n1CC	-2	-12
67	CC(C)CC(NS(=O)(=O)c1ccc2c(c1)oc(=O)n2C)C(=O)N1CC=C(c2ccccc2)CC1 (stereo not drawn)	-3	-5
68	Cc1ccc(-n2c(Cc3cccn3C)nnc2SCC(=O)NCc2ccco2)cc1	8	25
69	O=S(=O)(c1cccc(S(=O)(=O)N2CCC(N3CCCCC3)CC2)c1)N1CCOCC1	0	-1
70	CCC(=NC(C)c1ccccc1)c1c(O)n(C)c(=O)n(C)c1=O (stereo not drawn)	0	6
71	O=C(CSc1nccn1-c1ccccc1)Nc1ccc2c(c1)OCO2	-4	-3
72	CC(=O)c1c(N)[nH]c(-c2ccccc2)nc1=S	2	-50
73	CCc1nnc2n1N=C(c1ccc(-c3ccc(Cl)cc3Cl)o1)CS2	-2	-1
74	COC(=O)c1ccc2c(c1)N(Cc1ccccc1F)C(=O)c1ccccc1S2=O (stereo not drawn)	4	11
75	CCc1ccc(N2CC(C(=O)NC3=NCCS3)CC2=O)cc1 (stereo not drawn)	-1	-3

The list goes on.
No.	structure	QS inhibitor	QS inhibitor GFP MFI %
76	CCC(C)NC(=O)c1cc(-c2ccccc2O)on1 (stereo not drawn)	-2	-1
77	CCCS(=O)(=O)N1CCCC(C(=O)NCc2ccco2)C1 (stereo not drawn)	-2	-8
78	N#CCCCN1C(=O)C(O)(CC(=O)c2ccc3c(c2)OCCO3)c2ccccc21 (stereo not drawn)	-1	7
79	CCOC(=O)c1ccc(NC(=O)Cn2cccc2)cc1	-4	-28
80	COc1ccc2nc3oc(C(=O)N4CCN(c5ccccc5F)CC4)cc3cc2c1	2	3
81	COCCNC(=O)CSc1nc2ccccc2c(=O)n1CC1CCCO1 (stereo not drawn)	-1	-10
82	O=c1[nH][nH]c(=O)c2cc(N3CCCC3)ccc12	-7	-27
83	O=C(c1ccco1)N1CCN(C(=O)C(Cc2ccccc2)NS(=O)(=O)c2cccs2)CC1 (stereo not drawn)	-1	-6
84	COc1ccc(-n2nnc3c(SCC(=O)Nc4ccc5c(c4)OCCO5)ncnc32)cc1	1	36
85	O=C(CSc1c[nH]c2ccccc12)N1CCOCC1	1	10
86	CC(=O)N1CCc2cc(S(=O)(=O)Nc3ccccc3N3CCN(C)CC3)ccc21	2	13
87	O=C(Cn1cccc1C(=O)c1ccccc1)NCc1ccccn1	1	6
88	CC1(C)C2CCC1(C)C(OC(=O)CSc1nc(N)cc(=O)[nH]1)C2 (stereo not drawn)	0	-4
89	COc1ccc(-c2cc(C(F)(F)F)nc(NCc3ccco3)n2)cc1OC	0	6
90	Cn1cccc1Cc1nnc(SCC(=O)NC2CCCC2)n1-c1ccc(F)cc1	-4	-36
91	O=C(OCC#CCSc1nnc(-c2ccccc2)o1)c1cccs1	0	-80
92	O=C1c2cccnc2C(=O)N1Cc1ccc(F)cc1	0	9
93	O=C(/C=C/c1ccccc1)c1ccccc1	-2	-6
94	O=C(NCc1ccc(F)cc1)c1cc(-c2ccco2)on1	3	37
95	Cc1nn(Cc2ccccc2Cl)c(C)c1NC(=O)C1C2CCC(O2)C1C(=O)O (stereo not drawn)	-1	-7
96	Cc1cc2oc(C(=O)NC3CCS(=O)(=O)C3)c(C)c2cc1C (stereo not drawn)	0	13
97	OCCN1CCN(CCCN2c3ccccc3Sc3ccc(C(F)(F)F)cc32)CC1	5	19
98	CCCCCn1c(=N)n(CC(O)COc2ccccc2OC)c2ccccc21 (stereo not drawn)	1	-1
99	COc1cc(C2c3sc(=O)[nH]c3SC3C4CCC(C4)C23)ccc1O (stereo not drawn)	-2	2
100	CCCCN(CC)CCCNC(=O)c1cc2c(=O)n(C)c3ccccc3c2n1C	-1	6
101	O=C1c2ccccc2C(=O)N1OCc1ccccc1	0	-2
102	COc1ccc(N(CC(=O)Nc2ccc(C)cn2)S(=O)(=O)c2c(C)noc2C)cc1	1	-143
103	CC(=O)[C@@]1(O)CC[C@H]2[C@@H]3CCC4=CC(=O)CC[C@]4(C)[C@H]3[C@@H](O)C[C@@]21C	1	18
104	Cc1cccc2cc(CN(CCN3CCCC3)C(=O)NC3CCCCC3)c(=O)[nH]c12	-3	-12
105	O=c1c2ccccc2nc(SCc2cccc(F)c2)n1Cc1ccco1	12	42
106	C=CCn1c(COc2ccccc2F)nnc1SCC(=O)N1CC(=O)Nc2ccccc21	0	-23
107	COc1cc(OC)c(C2N(c3ccc(Cl)cc3)C(=O)C3CCCN32)cc1OC (stereo not drawn)	3	2
108	O=C(NC1CCCC1)C1CCC(=O)N1C1CCCC1 (stereo not drawn)	4	10
109	COCCNC(=O)CSc1nc2cc(OC)c(OC)cc2c(=O)n1CCC1=CCCCC1	21	32
110	O=C(NCCN1CCCCCC1)C1CC(=O)N(CCc2ccccc2)C1 (stereo not drawn)	0	0
